# Source: PubChem
# SENP7 inh: inhibitors of human SENP7 protease; Q9BQF6; recombinant SENP7, Z-RLRGG-aminoluciferin luminescence, 40 min; inhibition, % at 5 µM; 330,000 compounds, 1.5% hits; AID 434973;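 active = inhibition above about 50% at the single test dose, limit read from the data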;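 note: plate controls were DMSO with enzyme for no effect and no enzyme buffer wells for full effect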
# Target sequence (Q9BQF6 706-1050 limits assumed): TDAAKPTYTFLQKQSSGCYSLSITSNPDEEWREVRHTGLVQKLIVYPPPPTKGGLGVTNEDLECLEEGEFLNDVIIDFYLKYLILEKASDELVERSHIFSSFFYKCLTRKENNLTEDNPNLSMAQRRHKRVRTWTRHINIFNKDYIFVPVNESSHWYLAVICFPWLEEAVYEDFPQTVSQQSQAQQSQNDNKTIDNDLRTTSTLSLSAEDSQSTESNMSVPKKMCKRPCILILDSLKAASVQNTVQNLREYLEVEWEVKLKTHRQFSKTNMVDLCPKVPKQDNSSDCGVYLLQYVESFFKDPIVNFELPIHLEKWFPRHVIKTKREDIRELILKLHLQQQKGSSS
# PfGluPho inh: PfG6PD (Plasmodium falciparum) enzyme inhibition. PfGluPho enzyme, NADPH resazurin-diaphorase fluorescence. inhibition, % at 20 µM. 350,000 compounds, 0.78% hits;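 active = inhibition reaching at least a set limit at 20 µM in the primary screen, cut at about 59% in these data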;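 note: 0% = DMSO wells with substrate and 100% = DMSO wells lacking glucose-6-phosphate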
# SENP1 FRET inh: SENP1 (human) catalytic domain inhibition; Q9P0U3; recombinant SENP1 catalytic domain, CyPet-SUMO1-YPet FRET cleavage; inhibition, % at 10 µM; 360,000 compounds, 0.21% hits;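 active = inhibition at least 30% at 10 µM, raw YFP signal under a set limit, fluorescence ratio 0.5 to 1.5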;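 note: 0% = enzyme with DMSO and 100% = no enzyme wells; some results filed as inactive read as strong as hits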
# Target sequence (Q9P0U3 419-644 limits assumed): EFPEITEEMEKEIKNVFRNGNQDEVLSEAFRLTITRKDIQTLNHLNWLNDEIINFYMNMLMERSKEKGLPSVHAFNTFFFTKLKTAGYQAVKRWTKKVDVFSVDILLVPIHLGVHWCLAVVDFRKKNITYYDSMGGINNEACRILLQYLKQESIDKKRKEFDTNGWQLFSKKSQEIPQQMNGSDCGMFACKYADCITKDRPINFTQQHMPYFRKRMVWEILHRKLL
#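 Controls: no-enzyme wells low, DMSO-plus-enzyme wells high control. Test system: human recombinant His6-tagged SENP1 catalytic domain enzyme. Reagent: SFCypet-SUMO1-SFYpet FRET protein substrate, 25 nM final. Doses: one dose per compound, 10 µM, 0.5% DMSO. Detection: FRET, CFP and YFP emission. Timing: 50 min reaction at room temperature.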
# UBC13 polyUb: blocks human UBC13 polyubiquitin chain formation. TR-FRET. inhibition, % at 20 µM. 330,000 compounds, 0.47% hits; in the data active = inhibition above about 45%, passing the limit was not always enough
# Target sequence (P61088 whole entry, looked up): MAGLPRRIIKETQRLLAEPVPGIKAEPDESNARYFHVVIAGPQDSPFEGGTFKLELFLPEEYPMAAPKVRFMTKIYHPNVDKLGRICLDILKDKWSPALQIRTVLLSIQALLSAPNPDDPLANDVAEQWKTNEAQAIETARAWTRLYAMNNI
# beta cell repl: induces beta-cell replication in MIN6 cells. MIN6 cells proliferation, ATPlite luminescence, 48 h; cells starved in 0.2% serum; 100% = growth in 10% serum. proliferation, % at 10 µM. 330,000 compounds, 0.29% hits;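 active = compounds whose signal lies at least 3.5 SD above the mean of all wells on their plate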;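 note: 0% = DMSO-treated cells in low-serum medium and 100% = 10% serum control; some compounds called inactive have numbers as strong as hits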
# HKDC1 inh: blocks human hexokinase HKDC1 activity; inhibition, % at 20 µM; Q2TB90; 340,000 compounds, 0.16% hits; recombinant HKDC1, G6PDH/diaphorase resazurin coupled fluorescence; AID 493160;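 active = inhibition above about 35% when tested at 20 µM, limit read from the data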;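 note: plate controls were DMSO wells with enzyme for no effect and DMSO wells lacking enzyme for full effect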
#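 Assay system: recombinant HKDC1 hexokinase; detection: coupled resazurin fluorescence, excitation 525 nm, emission 613 nm; benchmarks: DMSO-plus-enzyme-mix negative control, buffer-substituted positive control; compound dosing: single 20 µM dose; schedule: 90 min at room temperature in dark; also added: glucose plus 1 mM ATP as hexokinase substrates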
# SENP8 block-1: blocks human SENP8 cleavage of Nedd8 substrate; recombinant SENP8, Nedd8 substrate fluorescence; inhibition, % at 20 µM; 360,000 compounds, 0.64% hits; AID 602440; in the data active = inhibition mostly above about 40%, no sharp cut-off; inactive = mostly below about 27%
# Target sequence (Q96LD8 whole entry, looked up): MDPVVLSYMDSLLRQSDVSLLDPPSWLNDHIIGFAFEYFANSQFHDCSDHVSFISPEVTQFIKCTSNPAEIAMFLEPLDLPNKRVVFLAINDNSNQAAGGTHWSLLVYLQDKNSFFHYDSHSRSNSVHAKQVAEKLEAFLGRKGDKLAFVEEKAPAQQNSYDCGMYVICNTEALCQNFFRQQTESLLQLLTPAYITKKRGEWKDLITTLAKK
# SENP8 block-2: inhibitors of human SENP8 protease; inhibition, % at 10 µM; AID 2540; Q96LD8; 330,000 compounds, 1.2% hits; purified SENP8, Z-RLRGG-aminoluciferin cleavage, luminescence; in the data active = inhibition above about 50%
# SENP6 block: SENP6 protease inhibition | Q9GZR1 | Recombinant SENP6 catalytic domain, aminoluciferin luminescence | inhibition, % at 10 µM | 330,000 compounds, 1.8% hits;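 active = inhibition above about 50% at the single tested dose, limit read from the data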;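 note: plate controls were DMSO wells with enzyme for no effect and DMSO wells lacking enzyme for full effect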
# * = called active by the depositor; i = inactive; · = no result given.
SMILES,SENP7 inh,PfGluPho inh,SENP1 FRET inh,UBC13 polyUb,beta cell repl,HKDC1 inh,SENP8 block-1,SENP8 block-2,SENP6 block
C=CCn1c(SCC(=O)N(C)C2CCS(=O)(=O)C2)nc2ccccc2c1=O (stereo not given),10,4,-1,2,-2,-8,12,-1,-13
O=C(Cc1cccc(NC(=O)C2CCCN(C(=O)C3CCC3)C2)c1)Nc1cccc(C(=O)N2CCOCC2)c1 (stereo not given),·,-1,1,·,·,-3,9,·,·
CC1CC(C)CN(C(=O)CSc2nnc(CSc3ncccn3)n2C)C1 (stereo not given),5,-6,-2,0,-2,-4,22,3,8
Cc1cc(C)c(NC(=O)c2cc3c(nc4sccn43)s2)c(C)c1,-5,32,-9,5,-2,9,12,-1,21
Cc1ccc(C(=O)OCC(=O)Nc2cccc(Cl)c2C)c(O)c1,1,-5,-1,22,0,-1,-13,-1,-7
CN(C)S(=O)(=O)c1cc([N+](=O)[O-])ccc1N1CCCCCC1,-12,8,0,-9,12*,6,23,-6,-5
CNc1nc(Cl)c(SC)c(NC2CCCCC2)n1,8,-20,1,15,4,-3,14,1,11
O=[N+]([O-])c1ccccc1N=NNc1ccccc1,·,15,2,·,·,-3,22,·,·
Cc1c(NC(=O)CCCOc2ccccc2)cccc1[N+](=O)[O-],-10,5,3,-17,0,-6,8,0,-16
CC(=O)Nc1sc2c(c1C(N)=O)CCN(Cc1ccccc1)C2,-5,-24,-39,16,1,-2,-140,-5,-10
CCOC(=O)c1c(-c2ccc(-c3ccccc3)cc2)csc1NC(=O)CCC(=O)O,-1,-27,1,-1,-6,9,-2,-7,-16
COc1ccc(NS(=O)(=O)c2ccc(NC(=S)NC(=O)/C=C/c3ccc(C)cc3)cc2)nn1,0,0,1,-24,0,-2,18,-6,-11
CC(C)(C)c1ccc(C(=O)NC(=S)Nc2sc3c(c2C#N)CCC3)cc1,12,6,6,-10,-2,-4,8,1,22
COc1ccc(-c2nc(CS(=O)CC(=O)NCCN3CCCCC3C)c(C)o2)cc1OC (stereo not given),4,-11,-4,-10,0,0,15,4,1
COCC(=O)Nc1nnc(C2CCCCC2)s1,1,-5,-1,-2,-1,-7,24,-2,9
O=c1cc(C(F)(F)F)[nH]c2ccccc12,0,18,-1,6,-3,-1,-46,2,-11
N/C(=N\NS(=O)(=O)c1cc(C(F)(F)F)cc(C(F)(F)F)c1)c1ccccn1,-8,-11,0,-16,-2,3,6,-7,0
COc1ccc(N(C(=O)CNC(=O)c2cccs2)C(C(=O)NCC2CCCO2)c2ccccc2)c(OC)c1 (stereo not given),9,-2,-1,5,-1,6,15,3,-11
Cc1ccc(N=Nc2c(C)[nH][nH]c2=O)c(C)c1,-15,-6,11,-124,0,-2,37,-12,-26
CCO[C@H]1OC(C(N)=O)=C[C@@H](c2csc3ccccc23)[C@@H]1CCCO,-8,-13,-2,-8,0,-4,3,-12,0
Cc1cccc(N(C2C=CS(=O)(=O)C2)S(=O)(=O)c2ccccc2)c1 (stereo not given),0,4,4,-5,0,4,12,2,0
COCCN(Cc1ccccc1)P(=O)(O)c1ccccc1OCC(=O)O,-5,-23,5,-1,-2,-4,20,-4,-10
CN(Cc1ccccc1F)C(=O)CN1c2cccc3cccc(c23)S1(=O)=O,-2,1,-2,10,3,9,i,-12,8
CCc1ccc(O)c(N=Cc2ccccc2O)c1,-2,25,15,2,-4,-10,21,9,-2
O=C(c1ccccc1)c1nn(-c2cccc(Cl)c2)c2nc(-c3ccccc3)cc(=O)n12,0,5,4,-10,4,-3,-11,10,-11
Fc1ccccc1C1CCN(Cc2nc(CC3CC3)no2)C1 (stereo not given),-1,15,-3,6,-2,0,-4,-1,-2
Cc1ccc(-n2nc3c(=O)n(CC(=O)NCc4ccccc4)nc(C)c3c2C)cc1,-1,-9,3,0,-4,0,1,-2,1
Cc1ccc(NC(=O)c2ccc(Cl)cc2[N+](=O)[O-])nc1,-8,25,2,-17,-3,-11,-242,-8,2
Cc1nc(N2CCOCC2)c2oc3ccccc3c2n1,5,-5,-10,-1,2,-2,-36,-1,8
O=C(NCCCc1nc2ccccc2[nH]1)c1cccs1,0,-4,3,6,-2,-1,-2,9,-18
O=C1/C(=N\S(=O)(=O)c2cccs2)C([n+]2ccccc2)=C([O-])c2ccccc21,41,65*,0,-89,-7,10,105*,39,69*
O=c1cc(CSc2nnnn2-c2ccccc2)nc(Nc2ccc(F)cc2)[nH]1,-10,6,3,-24,-6,0,20,-8,4
CN1CCN(C(=O)C2C3C=CC(C3)C2C(=O)O)CC1 (stereo not given),1,-3,-1,2,5,-7,34,0,-7
CSc1ccccc1OCc1cc(C(=O)N2CCN3CCCC3C2)no1 (stereo not given),-1,9,-3,-1,0,-6,8,-3,-23
CN1CCc2nc(SCC(=O)Nc3ccc(Cl)cc3)c(C#N)cc2C1,8,14,-50,29,-3,1,-333,6,2
Cc1ccc(Cn2ccc(NC(=O)c3cc(-c4ccc(F)cc4)on3)n2)cc1,4,4,1,12,3,-6,8,-1,-1
O=C(CN1CCN(c2ccccc2)CC1)Nc1ccc(Oc2ccccc2)cc1,3,0,1,1,-3,0,-1,1,-1
CCNc1nc(Oc2ccc(=O)n(-c3ccccc3)n2)nc(N2CCOCC2)n1,-3,-16,3,2,-1,-5,20,0,-4
O=c1[nH]c(N2CCN(Cc3ccc4c(c3)OCO4)CC2)nc2c1CCCC2,-2,-8,3,2,1,-8,19,7,16
O=C(NC(Cc1c[nH]c2ccccc12)C(=O)Nc1ccc(OC(F)(F)F)cc1)c1cccs1 (stereo not given),-13,30,0,-6,-6,15,17,-3,-3
Oc1ccc(C(=S)N2CCN(Cc3ccccc3)CC2)cc1,4,54,4,2,4,-6,12,-9,-17
O=c1[nH]c2ccc(N/C(=N/S(=O)(=O)c3ccccc3)c3ccccc3)cc2[nH]1,-3,-10,0,-6,1,-10,26,-14,-18
CCOc1nc(Nc2ccc(F)cc2)nc(N2CCN(c3ccc(OC)cc3)CC2)n1,8,9,2,0,-3,-8,21,-3,-2
COc1ccc(CCNC(=O)c2ccc(Cl)nc2)cc1,6,-1,3,0,-2,-9,3,1,-8
Nc1cccc(N2C(=O)c3cccc4c(N)ccc(c34)C2=O)c1,2,11,-26,-309,4,5,28,2,-6
COc1ccc(OC)c(C2=C[N+](=O)C(C)(C)C(C)(C)N2[O-])c1,9,-2,2,-2,2,-11,3,3,-14
COc1ccc(-c2cc3ccc(O)cc3oc2=O)cc1,58*,-18,-27,18,-3,-2,-397,83*,88*
CC12CN3CC(C)(CN(C1)C3c1ccc3ccccc3c1O)C2=O (stereo not given),-3,15,-17,-3,-2,20,-22,-6,0
C=CCN1c2ccccc2[C@]23C[C@@H](C(=O)OC)N(C(=O)OCC)C2=NC(C(=O)OC)=C(C(=O)OC)[C@H]13,-2,10,-1,2,-3,-4,6,9,-11
CCCSc1nc2sc3c(c2c(=O)[nH]1)CCN(Cc1ccccc1)C3,-2,-2,-19,-7,-1,-2,i,0,1

# New compounds follow.
SMILES,SENP7 inh,PfGluPho inh,SENP1 FRET inh,UBC13 polyUb,beta cell repl,HKDC1 inh,SENP8 block-1,SENP8 block-2,SENP6 block
Cn1cnnc1SCC(=O)NNC(=O)c1ccc(Cl)cc1,-11,1,2,-5,-3,-11,8,-11,-6
COc1ccc(C)cc1NC(=O)NNC(=O)C1CCC(C(C)(C)C)CC1 (stereo not given),1,6,0,10,-3,-1,3,8,-4
COc1ccc(NC2CCCN(C(=O)c3ccc(C)c(N4CCNC4=O)c3)C2)cc1 (stereo not given),-9,19,0,-6,2,0,3,4,8
COc1ccc(/C=N/NC(=O)C(=O)NCC2CCCO2)cc1 (stereo not given),7,0,1,2,0,-8,1,-4,-11
Cc1cc(NC(=O)c2cccc(S(=O)(=O)N3CCC(C)CC3)c2)no1,-8,16,0,0,-2,-3,4,0,-20
CCCCNC(=O)CSc1nc(O)c(Cc2ccc(OC)cc2)c(=O)[nH]1,1,-29,7,17,0,-4,16,1,3
O=C(c1ccc(Cl)c(S(=O)(=O)N2CCCCC2)c1)N1CCCC(C(F)(F)F)C1 (stereo not given),2,-5,1,9,-4,-3,15,-9,2
Cc1ccc(-c2nnn(CC(=O)N(Cc3ccccc3)C(C(=O)NC3CCCC3)c3ccncc3)n2)o1 (stereo not given),-2,3,2,8,-4,0,8,0,-6
Oc1ccc(NCc2cccs2)cc1,2,50,2,3,-5,6,16,2,0
NC(=O)COC(=O)CCCSc1nc2ccccc2s1,5,-2,-1,2,-1,-2,-2,6,-8

# Reformatted: 2 of the compounds above
smiles | SENP7 inh | PfGluPho inh | SENP1 FRET inh | UBC13 polyUb | beta cell repl | HKDC1 inh | SENP8 block-1 | SENP8 block-2 | SENP6 block
O=c1cc(CSc2nnnn2-c2ccccc2)nc(Nc2ccc(F)cc2)[nH]1 | -10 | 6 | 3 | -24 | -6 | 0 | 20 | -8 | 4
CN1CCN(C(=O)C2C3C=CC(C3)C2C(=O)O)CC1 (stereo not given) | 1 | -3 | -1 | 2 | 5 | -7 | 34 | 0 | -7

# Single entries from the results shown.
# `Oc1ccc(NCc2cccs2)cc1` | SENP7 inh: 2
# `COc1ccc(NC2CCCN(C(=O)c3ccc(C)c(N4CCNC4=O)c3)C2)cc1` (stereo not given) | PfGluPho inh: 19

# The list goes on.
SMILES,SENP7 inh,PfGluPho inh,SENP1 FRET inh,UBC13 polyUb,beta cell repl,HKDC1 inh,SENP8 block-1,SENP8 block-2,SENP6 block
CN(Cc1ccco1)C(=O)c1c[nH]c2ccc(S(=O)(=O)Nc3ccc4c(c3)OCCO4)cc2c1=O,3,-32,-1,3,0,6,-6,3,3
C=CCc1cccc(Cl)c1OCCCNC1CCCC1,-9,-8,2,6,-2,-3,11,-14,-12
CCOC(=O)Cc1csc(NC(=O)Cn2c(=O)oc3ccccc32)n1,-7,-1,0,-4,-3,1,21,-10,6
CC(C)C(OC(=O)c1oc2ccccc2c1CSC1CCCCC1)C(=O)NC(N)=O (stereo not given),3,·,·,-4,-1,·,·,-2,10
Cc1ccc(NC(=O)COC(=O)c2ccc3c(c2)OCO3)cc1S(=O)(=O)N1CCCCC1,2,-3,0,4,0,3,18,-3,7
O=C(O)Cc1ccc(NC(=O)C(c2ccccc2)c2ccccc2)cc1,-9,11,1,-1,1,-10,-4,-11,-17
COc1ccc(-c2n[nH]c(C)c2-c2cc(OC)ccc2O)cc1,-1,18,1,-2,2,0,7,-8,-13
O=C(NC1(C(F)(F)F)NC(=O)N(c2ccccc2F)C1=O)c1ccncc1 (stereo not given),0,-13,1,-3,0,11,11,-9,-26
Cc1c(CN(C)Cc2cn(C)nc2-c2ccccc2F)[nH]c2ccccc12,0,0,-8,-6,-7,1,-5,1,33
O=C1c2ccccc2C(=O)N1CCc1nn[nH]n1,-8,12,0,-12,-4,-14,-2,-7,-21
COc1ccc(NC(=O)COC(=O)CNC(=O)c2cccs2)cc1Cl,1,6,4,-5,-2,-3,2,-1,6
CCNC(=O)COC(=O)c1ccc(NS(=O)(=O)c2ccc3c(c2)OCCO3)cc1,4,-15,3,4,-2,-10,13,-2,7

# This is a random part of the collection; 4% or so of the library scored in one or more.
